NPYLR7 agonist = agonists of mosquito NPYLR7 receptor, primary screen, cell-based, Aedes aegypti, calcium fluorescence, mosquito biting behavior | Aedes aegypti neuropeptide Y-like receptor 7 (NPYLR7) | HEK293T NPYLR7/Galpha15, GCaMP6s calcium fluorescence | activation, % at 10 µM | actives 0.15% (n = 270,000); in the data active = activation above about 40%;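 also: 0% = vehicle and 100% = reference agonist at the receptor; some compounds past the cut are filed as inactive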
hcGAS lum = Primary biochemical luminescence assay for human cyclic GMP-AMP synthase inhibitors; Q8N884; recombinant h-cGAS, ATP depletion, Kinase-Glo luminescence; inhibition, % at 12.5 µM; actives 0.081% (n = 290,000);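 also: 0% = vehicle reaction and 100% = reaction without DNA for no activity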
Target sequence (Q8N884 whole entry, looked up): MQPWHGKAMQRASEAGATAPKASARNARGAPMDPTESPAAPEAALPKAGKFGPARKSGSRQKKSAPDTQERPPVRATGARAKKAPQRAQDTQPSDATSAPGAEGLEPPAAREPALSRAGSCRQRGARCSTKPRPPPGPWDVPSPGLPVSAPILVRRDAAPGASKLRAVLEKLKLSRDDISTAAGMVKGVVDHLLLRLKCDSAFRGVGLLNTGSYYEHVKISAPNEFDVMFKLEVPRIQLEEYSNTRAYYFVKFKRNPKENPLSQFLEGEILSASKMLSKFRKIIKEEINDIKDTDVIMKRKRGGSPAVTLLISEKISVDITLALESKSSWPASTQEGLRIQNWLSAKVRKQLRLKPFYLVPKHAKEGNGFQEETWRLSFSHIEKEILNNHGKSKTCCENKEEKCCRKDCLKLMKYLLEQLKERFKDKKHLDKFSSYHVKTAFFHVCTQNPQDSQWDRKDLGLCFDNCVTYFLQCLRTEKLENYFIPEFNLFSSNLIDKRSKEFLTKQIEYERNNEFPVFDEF
mcGAS inh = cyclic GMP-AMP synthase inhibitors, mouse, primary biochemical chemiluminescence; Q8C6L5; recombinant cGAS, Kinase-Glo ATP depletion luminescence; inhibition, % at 12.5 µM; actives 0.15% (n = 160,000); AID 1259399, 2018;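 also: 0% = negative control wells and 100% = reference inhibitor with no enzyme activity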
Starred values were filed as active, the others as inactive; · = not tested or not shown; & = joins results of further samples. Rule as the data show it, unless noted: active = inhibition above about 40%; inactive = the rest. Hits appear at their usual frequency. About 0.29% of those tested had a hit in this group.

Values in the order: NPYLR7 agonist, hcGAS lum, mcGAS inh
CCS(=O)(=O)Oc1cccc(CN(C(=O)Nc2c(C(C)C)cccc2C(C)C)C(C)C)c1
    -2, -12, -5
COc1ccc(-n2nnc3c(N4CCN(C(=O)c5ccc(C(C)(C)C)cc5)CC4)ncnc32)cc1
    3, -2, -6
CC(=O)C(C)n1c(CN2CCC(C(N)=O)CC2)nc2c1c(=O)n(C)c(=O)n2C (stereo not given)
    1, -6, -4
O=C(CNCC(F)(F)F)Nc1ccc(N2CCSCC2)cc1
    2, -4, ·
O=C(C=Cc1cc(Cl)cc(Cl)c1)NC1CCS(=O)(=O)C1 (stereo not given)
    5, -4, ·
CC1CN(C2CCCCC2)c2nc3c(c(=O)n(Cc4ccccc4)c(=O)n3C)n2C1 (stereo not given)
    6, -5, -10
CNc1ncc(CN(C)C(=O)c2cccc(CC3CCNCC3)c2)cn1
    -2, -3, ·
CCCC(=O)N1CCC1(C)C(=O)Nc1ccc(OC)c(OC)c1 (stereo not given)
    3, -7, ·
COC(=O)N1CCC2(CCC(N3CCN(S(C)(=O)=O)CC3)CC2)CC1
    ·, -9, -5
CCN(CC1=CCN(CC(N)=O)CC1)C(=O)Cc1ccccc1
    4, -4, ·
CSc1nc(NCC(C)C)c2cnn(CCNC(=O)c3c(F)cccc3Cl)c2n1
    ·, 2, 9
COc1ccccc1/C=C/C1=NC(=C\C(C)=C\c2ccccc2)/C(=O)O1
    -2, -4, ·
Cc1ccc(C)c(OCCN(C)Cc2cnc3ccccc3n2)c1
    7, -7, ·
COc1cccc(N2CCN(S(=O)(=O)c3ccsc3C(=O)Nc3ccc4c(c3)CCC4)CC2)c1
    -5, -5, -6
COCCNc1nc(SC)nc2c1cnn2CCNC(=O)Cc1ccc(F)cc1
    ·, -4, -5
COc1ccc(F)c(CN2CCCC(O)(CN3CCN(C(C)=O)CC3)C2=O)c1 (stereo not given)
    -1, -4, 0
CCC(=O)NCc1ccccc1-c1cccnc1OC
    -1, -10, ·
O=C1NC(Cc2ccccc2)(Cc2ccccc2)C(=O)N1CN1CCCCC1
    -1, -8, ·
O=C(NC1CCC(NC(=O)[C@H]2CCCN2S(=O)(=O)c2ccc(Br)cc2)CC1)c1ccccc1 (stereo not given in full)
    4, -2, -6
COc1ccc(CCOc2nc(-c3ccc(OC)cc3)n(-c3ccc(NC(=O)Nc4ccc(F)cc4F)cc3)n2)cc1
    4, -5, -7

Single records, as listed above:
O=C(CNCC(F)(F)F)Nc1ccc(N2CCSCC2)cc1 is listed with NPYLR7 agonist = 2; hcGAS lum = -4; mcGAS inh = ·
CCCC(=O)N1CCC1(C)C(=O)Nc1ccc(OC)c(OC)c1 (stereo not given) is listed with NPYLR7 agonist = 3; hcGAS lum = -7; mcGAS inh = ·

More structures follow.
Values in the order: NPYLR7 agonist, hcGAS lum, mcGAS inh
Cc1nc(C(C)C)ncc1C(=O)N1C[C@H]2COCC[C@@]2(O)[C@@H]2COCC[C@@H]21
    ·, 4, -2
COCCc1noc(C(C)NC(=O)CCC(F)(F)F)n1 (stereo not given)
    ·, -2, -3
Cc1ccc(-n2ncc3c(C)nnc(SCC(=O)NCc4ccccc4)c32)cc1C
    -12, -11, -11
CCOc1ccc(C(=O)Nc2sc3c(c2C#N)CCC(C)C3)cc1 (stereo not given)
    -20&-1, -9&-8, -5
Cc1ccc(Cl)cc1-n1c(SCc2nc(C(=O)NCCN3CCCCC3)cs2)nnc1-c1ccncc1
    8, -6, -5
O=C(c1cnn2cc(CCO)cnc12)N1CCCC(Nc2cccc(F)c2)C1 (stereo not given)
    9, -6, ·
Cc1ccc(CN2CCN(Cc3cccc(OCC(N)=O)c3)CC2=O)cc1
    -6, -3, ·
COCCOc1ccc(NC(=O)N2CCCCC2CN(C)C)cc1Cl (stereo not given)
    6, -12, -15
CCc1ccc(S(=O)(=O)N(C)Cc2cc(Cl)ccc2OC)cc1
    3, -5, ·
N#Cc1cccc(-c2ccc3c(c2)N(CC2CC2)C(=O)COC3)c1
    7, -8, ·
CN(C)c1ccc(N)cc1CN(CC1CC1)C(=O)c1cccs1
    -7, 0, 1
CCOc1nnc(CN(C)CC(=O)Nc2c(Cl)cccc2Cl)s1
    -8, -9, ·
Cc1cc(C)c(NC(=O)Cn2nc(C3CC3)c3cnn(-c4ccccc4)c3c2=O)c(C)c1
    13, -5, ·
CC(Nc1ccc2c3c(cccc13)CC2)C(=O)NC1CC1 (stereo not given)
    -7, -7, ·
C/C(N)=C(/C#N)C(=O)COC(=O)c1ccc([N+](=O)[O-])c(C)c1
    5, -4, ·
CCc1ccc(NC(=O)CCn2cnc3c([nH]c4ccccc43)c2=O)cc1
    ·, -6, -8
CCNC(=S)N(Cc1c(-c2ccccc2)noc1N(CC)CC)CC1CCCO1 (stereo not given)
    3, -6, -4
CCC1C(=O)NCCN1C(=O)c1cccc(OC2CCN(S(=O)(=O)N(C)C)CC2)c1 (stereo not given)
    3, -9, -3
COc1ccc(OCC(O)CN(Cc2ccc(F)cc2)Cc2cccs2)cc1 (stereo not given)
    32, -3, -5
Cc1cc(NC(=O)CSc2nc(O)cc(=O)n2CC(C)C)no1
    -1, 1, -1

4 of the compounds above, with each value named.
CN(C)c1ccc(N)cc1CN(CC1CC1)C(=O)c1cccs1
  NPYLR7 agonist: -7	hcGAS lum: 0	mcGAS inh: 1
Cc1cc(C)c(NC(=O)Cn2nc(C3CC3)c3cnn(-c4ccccc4)c3c2=O)c(C)c1
  NPYLR7 agonist: 13	hcGAS lum: -5	mcGAS inh: ·
Cc1cc(NC(=O)CSc2nc(O)cc(=O)n2CC(C)C)no1
  NPYLR7 agonist: -1	hcGAS lum: 1	mcGAS inh: -1
C/C(N)=C(/C#N)C(=O)COC(=O)c1ccc([N+](=O)[O-])c(C)c1
  NPYLR7 agonist: 5	hcGAS lum: -4	mcGAS inh: ·

The list continues.
Values in the order: NPYLR7 agonist, hcGAS lum, mcGAS inh
COc1ccc(CN2CCC2(C)C(=O)Nc2cccc(NS(C)(=O)=O)c2)c2ccccc12 (stereo not given)
    5, 1, ·
Cc1cc(C)cc(NC(=O)C2CC(=O)N=C(N)S2)c1 (stereo not given)
    1, -5, ·
Cc1cc(CN2CCc3[nH]cnc3C2c2cccn2-c2nccs2)on1 (stereo not given)
    2, 4, ·
Cc1ccc([N+](=O)[O-])cc1S(=O)(=O)N1CCN(CCO)CC1
    12, -1, ·
Cc1cccnc1C1=NOC(Cc2ccccc2)C(=O)N1Cc1c(C)noc1C (stereo not given)
    8, -8, ·
CN(Cc1ccccc1N1CCCC1)C(=O)/C=C/c1ccncc1
    1, -5, -12
O=C1C(=Cc2ccc(-c3ccc(Cl)cc3)o2)SC(=S)N1CCN1CCOCC1
    26, -5, ·
CCCNC(=O)C1(C)CCCN(CC(=O)c2ccccc2OC)C1 (stereo not given)
    6, -3, -2
CC1CCCCN1CC(=O)N1N=C(c2cccc(F)c2)CC1c1ccc2c(c1)OCO2 (stereo not given)
    2, -9, -7
c1ccc2c(c1)OCCC2NCc1ccc(N2CCOCC2)cc1 (stereo not given)
    2, -7, ·
COCCN=c1scc(-c2ccc(Br)cc2)n1N=Cc1ccc(C#N)cc1
    1, -9, ·
CN(C)CCCNc1ncnc2c1c(-c1ccccc1)cn2-c1ccc(Br)cc1
    -2, -5, -7
CN(Cc1ccc2nonc2c1)CC1CCN(CCc2ccc(Cl)cc2)CC1
    7, -8, ·
CNc1nc(Nc2ccccc2)c2nccnc2n1
    2, -1, ·
CC(C)c1nn(-c2ccc(F)cc2)c(C(C)C)c1C(=O)NCc1ccccn1
    8, -6, -5
Cc1ccccc1-n1nc(C)c(CNC(=O)c2cc(-c3cccc(Br)c3)nc3ccccc23)c1C
    -3, -1, -4
O=C(O)c1[nH]ncc1CN1CCN(c2nnc(C(F)(F)F)s2)CC1
    -9, 1, ·
Cc1ncsc1CCN(C)C(=O)c1ccc(Cl)s1
    -1, 0, ·
CCOC(=O)c1ccc2nc(NC(=O)CSc3nnc(C)c(=O)[nH]3)sc2c1
    -4, -5, -3
CN(Cc1n[nH]c2c1CCC2)c1nc(-c2cccnc2)nc2c1cnn2C
    1, 1, -1
COC(=O)c1cc(C(O)(C(F)(F)F)C(F)(F)F)c(N=CN(C)C)s1
    0, -7, ·
O=c1c(S(=O)(=O)c2ccc(Cl)cc2)c[nH]c2ccc(F)cc12
    3, 0, 0
COC(=O)C(O)(CC(=O)O)C(F)(F)F (stereo not given)
    0, -6, ·
Cc1ccc(CN(CCc2ccccc2)C(=O)CN(CCN2CCCCC2)C(=O)c2cccc(Br)c2)o1
    1, 1, -4
Cc1ccc2cc(C3=C/C(=C/c4cccs4)C(=O)O3)ccc2c1
    -11, 5, ·
CCCCCC(=O)Nc1ccc(C(C)(C)C#N)cc1
    1, 4, ·
Cc1cc(C)n(CCN(C(=O)c2ccc([N+](=O)[O-])s2)c2nc3ccccc3s2)n1
    -17, -8, -11
O=C(CCC1CCCC1)N1CCN(C(c2ccccc2)c2ccc(F)cc2)CC1 (stereo not given)
    5, -8, -8
Cc1ccc(C(C)N(C)C(=O)CSCC(N)=O)s1 (stereo not given)
    4, -3, ·
CCOC(=O)c1cc(-c2ccc(N3CCN(C(=O)COCCOC)CC3)cc2)n(-c2ccccn2)n1
    ·, -4, -6
N#Cc1ccc(SCC(=O)N2CCCC2)cc1
    8, -5, ·
CCc1cc(C(=O)N2CCCC(C(=O)c3ccc(Cl)cc3)C2)no1 (stereo not given)
    3, -7, -10
CC(NC(C)c1nc2ccccc2c(=O)[nH]1)c1ccc2ccccc2c1 (stereo not given)
    3, -3, -3
O=C(c1cc2sccc2[nH]1)N1CCC2(CCCO2)CC1
    0, 0, -2
Cc1ccc(-c2c(NC(=O)C(C)C)n(-c3ccccc3)nc(C)c2=O)cc1
    4, -4, ·
CC(C)(C)CC(=O)NNC(=O)c1ccc(=O)n(Cc2ccc(Cl)cc2)c1
    -12, -7, -10
COc1ccc(Cn2cnc3c4cc(C)ccc4n(CC(=O)Nc4ccc5c(c4)OCO5)c3c2=O)cc1
    0, -5, -5
O=C(Cn1nc(-c2ccco2)c2sc(N3CCCC3)nc2c1=O)N1CCN(c2ccccc2)CC1
    -4, -11, -10
CCc1ccc(Nc2ccc([N+](=O)[O-])c3nonc23)cc1
    0, -29, -11
Cc1nnc(NCc2ccccc2S(=O)(=O)NC(C)(C)C)s1
    10, -9, ·
Cc1ccccc1-c1nc2ccccn2c1NC(C)(C)CC(C)(C)C
    10, -1, -9
C[n+]1cn(C2=C(NS(=O)(=O)c3ccc([N+](=O)[O-])cc3)C(=O)c3ccccc3C2=O)c2ccccc21
    -6, 3, ·
CN(Cc1nccn1C1CC1)CC1(N2CCOCC2)CCCCC1
    ·, -17, -6

A section taken from the entries so far, as a working copy:
Values in the order: NPYLR7 agonist, hcGAS lum, mcGAS inh
O=c1c(S(=O)(=O)c2ccc(Cl)cc2)c[nH]c2ccc(F)cc12
    3, 0, 0
COC(=O)C(O)(CC(=O)O)C(F)(F)F (stereo not given)
    0, -6, ·
Cc1ccc(CN(CCc2ccccc2)C(=O)CN(CCN2CCCCC2)C(=O)c2cccc(Br)c2)o1
    1, 1, -4
Cc1ccc2cc(C3=C/C(=C/c4cccs4)C(=O)O3)ccc2c1
    -11, 5, ·
CCCCCC(=O)Nc1ccc(C(C)(C)C#N)cc1
    1, 4, ·

Assay outcomes deposited in PubChem BioAssay by Fisher Drug Discovery Resource Center.
